PKA-R1A activ = activators of PKA-R1A complex. P00514+P68181. PKA-R1A dissociation, Cy5-IP20 fluorescence polarization; scaled: DMSO 0%, 113 µM cGMP 100%. activation, % at 11.4 µM. actives 0.083% (n = 340,000). AID 504707;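 active = percent activation above the mean of all tested compounds plus 3 SD, cut at about 19% in these data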;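 also: higher means more PKAc released from R1A so a rise in polarization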
phage Ecoli inh = E. coli growth loss with phage present; actives 0.26% (n = 360,000); inhibition, % at 11.9 µM; growth absorbance; in the data active = inhibition above about 11%
PKA-R2B act = PKA-R2B complex activation; PKA-R2B holoenzyme dissociation, Cy5-IP20 fluorescence polarization; R2B truncated from residue 108, S112A mutant; 0% DMSO only, 100% 113 µM cGMP; actives 0.079% (n = 340,000); activation, % at 11.4 µM; P22694+P31323;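 active = activation above a cutoff set at the mean over all compounds plus 3 SD, cut at about 18% in these data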;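 also: higher means more holoenzyme dissociation and a rise in polarization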
Target sequence (P31323 whole entry, looked up, other chains not shown, the tested form may be a part): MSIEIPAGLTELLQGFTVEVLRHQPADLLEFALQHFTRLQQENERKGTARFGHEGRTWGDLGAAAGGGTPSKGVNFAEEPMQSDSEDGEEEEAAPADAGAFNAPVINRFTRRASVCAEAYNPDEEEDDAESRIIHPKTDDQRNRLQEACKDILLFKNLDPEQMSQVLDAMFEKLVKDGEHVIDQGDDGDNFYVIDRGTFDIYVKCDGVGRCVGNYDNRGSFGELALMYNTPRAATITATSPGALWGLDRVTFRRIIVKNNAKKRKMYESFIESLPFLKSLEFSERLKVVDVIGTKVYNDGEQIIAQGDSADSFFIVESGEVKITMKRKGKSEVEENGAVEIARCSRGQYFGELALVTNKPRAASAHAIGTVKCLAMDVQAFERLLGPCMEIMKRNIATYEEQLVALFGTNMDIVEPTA
HTR5A inv ag = inverse agonist of human HTR5A in OPRM1-OPRD1 counter-screen. HTR5A cell line, luminescence, inverse agonism. inhibition, % at 9.3 µM. actives 0.083% (n = 340,000). AID 504634; in the data active = inhibition mostly above about 23%, no sharp cut-off; inactive = mostly below about 18%;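 also: 0% = cells with DMSO and 100% = no-cell wells with DMSO; some compounds called inactive have numbers as strong as hits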
Target sequence (P47898 whole entry, looked up): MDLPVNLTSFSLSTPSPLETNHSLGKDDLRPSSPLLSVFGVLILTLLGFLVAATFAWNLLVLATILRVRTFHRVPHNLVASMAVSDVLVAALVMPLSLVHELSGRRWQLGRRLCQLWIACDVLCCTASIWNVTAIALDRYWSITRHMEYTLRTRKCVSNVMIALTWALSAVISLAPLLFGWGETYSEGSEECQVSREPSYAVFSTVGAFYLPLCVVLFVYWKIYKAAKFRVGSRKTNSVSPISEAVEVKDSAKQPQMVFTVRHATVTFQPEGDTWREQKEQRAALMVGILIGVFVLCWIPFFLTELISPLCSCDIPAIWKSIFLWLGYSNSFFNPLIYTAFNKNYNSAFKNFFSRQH
E coli growth = counter-screen for AddAB inhibitors: E. coli growth inhibition. E. coli V3065 growth, OD600 absorbance, 18 h. inhibition, % at 11.9 µM. actives 0.27% (n = 330,000). AID 449728;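 active = inhibition above the campaign's mean inhibition across all tested compounds plus 3 SD, cut at about 9.9% in these data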;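 also: uninfected addAB+ strain grown without phage in ampicillin broth; 0% = DMSO wells and 100% = ciprofloxacin 0.95 µg/ml wells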
HTR5A ag = counter-screen for OPRM1-OPRD1 agonists: human HTR5A agonism; activation, % at 9.3 µM; HTR5A agonist assay, luminescence, cell-based; actives 0.61% (n = 340,000); in the data active = activation mostly above about 9.5%, no sharp cut-off; inactive = mostly below about 7.6%;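 also: 0% = cells with vehicle only and 100% = reference agonist; strong numbers were not always called active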
CDK5 p35 inh = CDK5/p35 (human) kinase inhibition | Q00535+Q15078 | Recombinant CDK5/p35, ADP-Glo luminescence, 60 min | inhibition, % at 10 µM | actives 0.01% (n = 330,000);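 active = highest replicate inhibition of at least 50% and at least 75% of replicates reaching 50%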;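 also: plate controls were DMSO neutral control for no effect and GW8510 at 10 µM for full effect; many of its hits are not listed in these tables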
DAGLB inhibitor = blocks human DAGLB lipase activity. HEK293T DAGLB membrane lysate, EnzChek fluorogenic substrate. inhibition, % at 5.17 µM. Q8NCG7. actives 0.059% (n = 340,000). AID 504411; in the data active = inhibition above about 34%;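 also: 0% = enzyme with vehicle and 100% = wells lacking enzyme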
SUMO Mot1 rescue = SUMOylation pathway inhibition by Mot1-301 growth rescue; actives 1% (n = 320,000); growth rescue, % at 18.8 µM; S. cerevisiae Mot1-301 growth rescue, ATP luminescence, 38.5C; percent above DMSO median, 100 means doubled; AID 2716;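 active = every valid replicate shows activation above 250% relative to neutral control wells; inactive = the rest, any valid replicate at or below 250%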;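 also: OY570 slx delta 5 strain wells were the positive control but not used for scaling; some compounds called inactive have numbers as strong as hits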
AddAB inh = less growth of phage-infected E. coli with AddAB. actives 0.29% (n = 330,000). E. coli expressing H. pylori AddAB, absorbance growth. inhibition, % at 11.9 µM; in the data active = inhibition above about 12%;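 also: 0% = vehicle wells of infected cells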
Tat transport = blocks Tat-dependent protein export in E. coli; E. coli MC4100 TorA-mCherry Tat export, fluorescence; inhibition, % at 10 µM; actives 0.036% (n = 340,000); AID 488895;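 active = mean replicate inhibition at least 50% and at least half of replicates individually reaching 50%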;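 also: exported cargo escapes ClpAP degradation while cytoplasmic cargo is degraded and loses fluorescence; 0% = median of neutral control wells and 100% = median of NaSCN control wells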
The depositor's hits bear a star; x = no result given; & = joins results of further samples.

SMILES	PKA-R1A activ	phage Ecoli inh	PKA-R2B act	HTR5A inv ag	E coli growth	HTR5A ag	CDK5 p35 inh	DAGLB inhibitor	SUMO Mot1 rescue	AddAB inh	Tat transport
CC(=O)OCC(=O)NCCCOc1cccc(CN2CCCCC2)c1	-1	2.7	1	-11	0.3	-2	-0.5	0	2	-4.1	-1
COc1ccc2c(c1)OCC(O)(c1ccccc1)C2=O (stereo unspecified)	-11	0.7	-14	5	x	-1	1.1	0	x	x	0
COc1ccc(NC(=O)c2ccccc2C)cc1	-7	1.8	4	-25	-0.3	9	1.3	1	-2	1.2	7
CSc1ccccc1OCc1cc(C(=O)NC2CCOC2)no1 (stereo unspecified)	10	0.2	2	-9	-2.9	-1	x	0	-3	-0.8	-2
O=S1(=O)CCN2C=Nc3sc4c(c3C2=N1)CCCC4	-7	0.6	-12	17	0.8	0	1.2	-1	-13	2.0	1
O=C(CSc1nc2ccccc2c(=O)n1-c1ccc(OC(F)F)cc1)NCc1cccs1	1	2.0	-8	37	-0.2	-1	-0.6	-2	15	3.5	-5
CN(C)/C=C(/C(=O)c1ccc(Cl)cc1)S(=O)(=O)c1ccc(Cl)cc1	-1	2.2	1	23	0.5	-10	3.4	0	-26	-0.2	0
COc1ccc(C)cc1NS(=O)(=O)c1ccc2c(c1)n(C)c(=O)n2C	2	5.7	6	-1	-1.7	-1	-0.1	0	0	4.1	1
CCN1CCN(CC(O)COc2ccc(C)c(C)c2)CC1 (stereo unspecified)	1&-1	2.9&2.4	2&7	-7&15	-0.2	2&-1	-2.7&3.8	0&0	-4	1.9	2&-8
COC(=O)c1ccccc1NC(=O)c1ccc(-c2cccc(Cl)c2)o1	-4	1.6	-3	-26	3.4	-5	1.7	-3	-11	3.9	-1
CCOC(=O)C1CCN(C(C(=O)NC2CCCC2)c2ccc(C)cc2)CC1 (stereo unspecified)	-6	-0.2	10	-11	0.0	4	-3.0	-7	-9	0.3	13
CCc1cc2c(Sc3nc4ccccc4s3)ncnc2s1	-6	2.5	-2	-5	-1.5	-8	0.5	-8	-10	-1.3	6
CC(=O)c1cccc(NC(=O)c2sc3nc4n(c(=O)c3c2C)CCCCC4)c1	7	-1.3	-7	-33	1.4	-3	-0.4	3	16	0.6	-10
Cc1ncc(CO)c(/C=N/NC(=S)Nc2ccc(F)cc2)c1O	4	-0.1	3	-12	2.8	0	-2.1	8	6	2.7	-3
CCOC(=O)N1CCN(S(=O)(=O)N2CCCC(C(=O)NCc3ccccc3OC)C2)CC1 (stereo unspecified)	0	3.5	6	-7	-2.3	-2	1.0	2	20	-0.6	-1
O=C(c1cnc(Cl)c(Cl)c1)N1CCC(Cc2ccccc2)CC1	4	2.0	-9	-20	0.1	8	-0.1	-12	-11	1.5	-7
Cc1ccc(N(CC(=O)NC2CCCC2)C(=O)CCC(=O)Nc2nccs2)cc1C	-7	5.5	-2	13	3.1	-5	-3.7	0	-17	1.9	5
Nc1ccc(Nc2ccc([N+](=O)[O-])cc2[N+](=O)[O-])cc1	-15	0.9	3	-8	-3.5	3	-0.9	20	11	1.2	0
COc1ccc(NC(=O)C(C/C=C(/C)Cl)C(C)=O)cc1 (stereo unspecified)	-4	-0.5	5	-20	-0.7	1	-0.3	-3	7	-0.6	-1
CCOc1ccc(NC(=O)CC2C(=O)NCCN2C(=O)Nc2ccccc2)cc1 (stereo unspecified)	-6	3.1	-1	2	0.5	1	0.2	4	9	1.0	1
Cc1nn(Cc2ccc(Cl)cc2)c(C)c1NC(=O)c1cc(-c2ccc3c(c2)OCO3)on1	-7	3.1	3	-4	2.4	2	0.5	2	0	0.3	3
CCC(C)N1C(=O)/C(=C/c2c(NCCCOC(C)C)nc3c(C)cccn3c2=O)SC1=S (stereo unspecified)	-4	0.8	-1	7	1.9	3	0.7	-7	100	0.9	-10
O=C(O)c1cc(-c2cccs2)nc2ccc(Br)cc12	-3	1.7	-11	6	0.2	-2	0.1	5	-11	-2.9	-6
CCOC(=O)/C(=N\O)C1=NC(C)(C)Cc2ccccc21	-5	5.8	10	-7	0.1	3	-0.9	-2	11	3.3	18
CCOCC(O)CSCc1ccc(Cl)cc1 (stereo unspecified)	-14	3.0	-13	-10	-0.7	4	-0.9	-1	-13	0.5	2
CCCCOc1ccc(C(C)NC(=O)CCS(=O)(=O)Cc2ccc(Cl)cc2)cc1 (stereo unspecified)	-8	2.0	4	5	-0.7	-2	0.5	2	4	2.9	3
O=C(CCCc1nc2ccccc2s1)N1CCN(c2ccccc2)CC1	6	1.2	7	6	-1.6	3	0.6	0	-14	-0.7	-1
Oc1cccc(C=NN=C2c3ccccc3-c3ccccc32)c1	-4	3.8	-2	-5	x	1	1.9	5	x	x	-7
O=C1CC(=O)N(Cc2ccco2)C(=S)N1	-9	x	1	6	-1.1	-1	x	10	122	5.7	2
CCCCS(=O)(=O)N1CCN(S(=O)(=O)c2cccs2)CC1	-5	4.6	0	-27	0.0	-4	-1.7	0	-11	1.2	-1
COc1ccc(CNC(=O)C2CC(C)=CCC2C(=O)O)cc1 (stereo unspecified)	3	3.9	4	2	0.4	-1	-0.3	-1	-12	-0.6	16
C/C(=N\N1CCN(c2ccc(Cl)cc2)CC1)c1cccc([N+](=O)[O-])c1	-18	1.1	-15	7	-1.8	-3	0.1	-3	3	-1.0	-5
CN(C)c1ccc(C(=S)N2CCN(c3ccc([N+](=O)[O-])cc3)CC2)cc1	-9	0.9	-2	-4	0.8	1	-0.8	-1	-8	3.8	3
CCc1cccc2c(C=C(C#N)C#N)cn(CC(=O)N3CCCCC3)c12	-2	2.6	-5	-7	-3.4	3	-1.5	-4	21	-0.3	-4
COc1ccc(CCNC(=O)COc2cc(O)c3c(c2)OC(C)(C)CC3=O)cc1OC	-4	3.5	-6	8	-1.0	0	0.6	-1	9	0.7	1
O=C(NN=C1CCCCCC1)c1ccc(Cl)s1	1	0.7	3	-21	x	1	0.3	-1	-20	x	-7
COc1ccc(C)cc1NC(=O)C(=O)c1cn(CC(=O)N2CCCC2)c2ccccc12	-4	1.2	-14	-16	-0.9	6	-0.8	-2	4	-0.1	9
COc1cccc(/C=N/NC(=O)c2ccoc2C)c1O	-3	0.5	-1	-22	0.3	-5	7.3	0	96	-1.2	3
CCOc1ccccc1NC(=O)n1ncc2c(C)cccc21	2	0.5	-2	5	-1.3	-1	-1.0	0	91	-1.1	-1
C/C(=N\NC(=O)CO/N=C(\C)c1cccs1)c1ccc(N)cc1	0	2.7	-7	8	-3.6	-3	-0.4	1	-16	1.4	-4
Cc1cccc(N(C(=O)c2snc(C(N)=O)c2N)C(C(=O)NC2CCCC2)c2ccco2)c1 (stereo unspecified)	-1	2.5	-12	14	x	0	-1.5	-1	x	x	-3
O=C(CSc1nnc(SCc2cccc3ccccc23)s1)c1ccc2c(c1)OCO2	7	2.6	11	10	-2.2	3	2.6	-10	0	1.6	-3
Cc1ccc(-n2nc3c(=O)n(CC(=O)NC(C)CCc4ccccc4)nc(C)c3c2C)cc1 (stereo unspecified)	-9	x	4	-16	0.6	4	-1.2	-1	2	3.3	-4
CCOc1ccc(N2C(=O)CC(C(C)c3ccccc3)C2=O)cc1 (stereo unspecified)	-5	0.2	-3	5	0.6	-1	0.1	0	66	1.7	-4
COc1cccc(N2CCN(C(=O)c3cn(Cc4ccccc4)nc3-c3cccnc3)CC2)c1	-4	2.3	4	6	1.1	-2	1.8	2	-2	2.7	-2
COc1ccc(NC(=O)N(C)C[C@H]2Oc3ccc(NC(=O)CCN4CCOCC4)cc3C(=O)N([C@H](C)CO)C[C@@H]2C)cc1	3	2.9	9	-20	-0.3	1	0.3	-1	3	1.1	-5
CCN1CCN(Cc2ccc(OCc3ccccc3)cc2)CC1	-10	1.9	4	-11	1.4	3	2.9	1	66	2.3	-6
COc1cc(NC(=O)Nn2cnnc2)cc(OC)c1OC	-13	-0.1	-3	0	0.4	0	1.8	-3	2	1.1	0
Cc1[nH]c2ccccc2c1C1=CN2CCS(=O)(=O)N=C2S1	7	-0.4	6	-2	0.8	1	0.0	1	4	5.8	-6
COc1ccc(S(=O)(=O)NNC(=O)C(=O)NNc2ccccn2)cc1	2	0.0	0	-18	-1.8	2	-0.3	0	-12	-1.4	-17

Brought forward from above: two compounds, followed by the next part.
SMILES	PKA-R1A activ	phage Ecoli inh	PKA-R2B act	HTR5A inv ag	E coli growth	HTR5A ag	CDK5 p35 inh	DAGLB inhibitor	SUMO Mot1 rescue	AddAB inh	Tat transport
Cc1[nH]c2ccccc2c1C1=CN2CCS(=O)(=O)N=C2S1	7	-0.4	6	-2	0.8	1	0.0	1	4	5.8	-6
COc1ccc(S(=O)(=O)NNC(=O)C(=O)NNc2ccccn2)cc1	2	0.0	0	-18	-1.8	2	-0.3	0	-12	-1.4	-17
CC(=O)Oc1cc(O)c2c(=O)c(OC(C)=O)c(-c3ccc(OC(C)=O)c(OC(C)=O)c3)oc2c1	-7	x	-8	-1	8.5	5	15	4	266	16*	14
O=c1oc2ccc(Cl)cc2nc1/C=C(\O)c1ccco1	-4	0.5	1	0	2.0	0	1.1	-1	8	3.1	-3
O=C(COC(=O)CSc1ccc2ccccc2c1)NC1CCCC1	1	2.0	7	6	0.6	-2	-1.0	-5	-9	3.2	-2
CCOCC(=O)Nc1nnc(COC)s1	-8	0.6	-4	-21	-0.6	-1	-1.8	0	-6	4.2	-3
